# Compound activity (PubChem)
# GLS inhibitor = qHTS for Inhibitors of Glutaminase (GLS) | Glutaminase kidney isoform, mitochondrial (Homo sapiens), O94925 | GLS enzymatic activity, qHTS titration | Potency, µM (titrated, usually from 45.5 µM), for the others: at the top dose activity change, negative = inhibition, most hits filed as inhibitors | actives 0.21% (n = 410,000); further: potency means the concentration at half of the fitted maximal effect; on the % scale 0 is the no-effect control and ±100 the full control effect
# Target sequence (O94925 whole entry, looked up, canonical isoform): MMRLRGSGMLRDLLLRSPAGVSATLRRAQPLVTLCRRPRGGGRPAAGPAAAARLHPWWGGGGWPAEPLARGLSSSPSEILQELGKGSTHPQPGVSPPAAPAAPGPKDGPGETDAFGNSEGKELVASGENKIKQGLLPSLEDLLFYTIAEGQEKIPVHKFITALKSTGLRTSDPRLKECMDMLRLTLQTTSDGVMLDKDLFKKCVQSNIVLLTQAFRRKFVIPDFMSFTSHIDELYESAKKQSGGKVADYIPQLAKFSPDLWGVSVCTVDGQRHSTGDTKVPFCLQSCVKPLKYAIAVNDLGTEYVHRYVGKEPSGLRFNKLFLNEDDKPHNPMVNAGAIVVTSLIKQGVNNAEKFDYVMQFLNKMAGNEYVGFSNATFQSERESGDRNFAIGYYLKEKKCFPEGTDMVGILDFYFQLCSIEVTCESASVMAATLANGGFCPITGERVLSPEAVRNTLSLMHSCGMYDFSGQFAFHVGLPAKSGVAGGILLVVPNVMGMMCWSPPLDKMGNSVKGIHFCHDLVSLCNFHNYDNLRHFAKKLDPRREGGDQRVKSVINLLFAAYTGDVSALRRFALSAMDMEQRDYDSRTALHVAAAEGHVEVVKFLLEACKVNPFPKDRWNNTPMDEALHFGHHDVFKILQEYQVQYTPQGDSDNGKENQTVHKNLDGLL
#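 Compounds were pin-transferred onto hKGA, after which L-glutamine (1 mM solution) and a detection mix of glutamate oxidase, HRP and Amplex Red were added. Initial and 30 min RT fluorescence reads were collected.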
# RGS4 inhibitor = Inhibitors of Regulator of G Protein Signaling (RGS) 4: qHTS. Regulator of G-protein signaling 4 (Homo sapiens), P49798. Potency, µM (top dose mostly 114 µM), inactives show at the top dose activity change, negative = inhibition, actives largely listed as inhibitors. Transcreener GDP fluorescence polarization, RGS4-accelerated GTP hydrolysis. actives 0.039% (n = 390,000); further: potency means the concentration at half of the fitted maximal effect; on the % scale 0 is the no-effect control and ±100 the full control effect; nearly all actives have a fitted effect of over 75% in size; some results filed as inactive show a strong effect at the top dose
# Target sequence (P49798 whole entry, looked up): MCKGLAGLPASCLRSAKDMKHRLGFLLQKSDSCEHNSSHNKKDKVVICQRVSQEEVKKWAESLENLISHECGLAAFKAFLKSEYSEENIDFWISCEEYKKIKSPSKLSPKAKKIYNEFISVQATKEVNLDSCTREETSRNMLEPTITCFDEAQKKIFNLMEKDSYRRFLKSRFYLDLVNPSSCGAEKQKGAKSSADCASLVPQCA
#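 MLSMR compounds (23 nl, pin-transferred) preincubated 10 min at room temperature with a 500nM (2x) first reagent, then RGS4 at 900nM (2x) plus Transcreener GDP mix added; fluorescence polarization (620/688 nm) read before and after 90 min at 30 °C.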
# ERG-DNA inh = qHTS for Small Molecule Inhibitors of the ERG Ets/DNA interaction; actives 0.028% (n = 370,000); Potency, µM (doses to about 76.9 µM), inactives show at the top dose FP activity, negative = inhibition, hits mostly inhibitors; Transcriptional regulator ERG (Homo sapiens), P11308; fluorescence polarization, His-ERG Ets domain / labelled DNA; active means well fitted inhibition curve with a large enough effect in the polarisation, with a control signal flat; inconclusive means small, poorly fitted or top-dose-only effect, or effect the other way, or a change in a side signal; inactive means no such curve, though single readings can be large or run the other way; the % refers to the polarisation;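 further: polarization taken with two DNA probes labelled with fluorescein and Texas red; potency means the concentration at half of the fitted maximal effect; % of control where 0% means no effect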
#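 His-tagged ERG Ets domain (1 uM in the protein solution; 300mM KCl, 50mM Tris-HCl, 1mM EDTA, 1mM DTT, pH 7.5) received compound, then a probe mix of 5 nM fluorescein-DNA and 100nM Texas-615-DNA. Fluorescence polarization was read for both dyes.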
# 12-LOX inh = Primary qHTS assay for inhibitors of human arachidonate 12S-lipoxygenase (ALOX12): Round 2. Polyunsaturated fatty acid lipoxygenase ALOX12 (Homo sapiens), P18054. purified 12hLO, xylenol orange hydroperoxide absorbance. Potency, µM (titrated, usually from 108 µM), for inactives: top-dose activity change, negative = inhibition, most hits filed as inhibitors. actives 1.1% (n = 580,000). AID 1671190, 2021; further: potency means the concentration at half of the fitted maximal effect; on the % scale 0 is the no-effect control and ±100 the full control effect
#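 Purified human 12hLO at 150 nM in 25 mM Hepes, 0.01% Triton X-100, pH 7.0, preincubated 15 min at room temperature with compound. Reaction started with 40 uM arachidonic acid, 30 min at room temperature. Hydroperoxide measured by Fe-xylenol orange, 573/405 nm absorbance ratio.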
# JMJD2A Tudor inh = qHTS Assay for Inhibitors of JMJD2A-Tudor Domain | Lysine-specific demethylase 4A (Homo sapiens), O75164 | AlphaScreen JMJD2A-Tudor / H3K4me3 peptide binding | Potency, µM (doses to about 114 µM), for the others: top-dose activity change, negative = inhibition, usual class: inhibitors | actives 4.4% (n = 390,000) | AID 504339, 2011; further: potency means the concentration at half of the fitted maximal effect; on the % scale 0 is the no-effect control and ±100 the full control effect; nearly all actives have a fitted effect of over 50% in size
# PI4K2A inh = qHTS for small molecular inhibitors of PI4K2A; actives 0.13% (n = 420,000); purified PI4K2A, ADP-Glo luminescence, 1 h; stronger effect = lower value; Phosphatidylinositol 4-kinase type 2-alpha (Homo sapiens), Q9BTU6; activity change, negative = inhibition, % at 76.9 µM; in the data active means activity change below about -50%; inconclusive means mostly about -30% to -49%;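 further: -100% = wells without enzyme as full effect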
#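 ADP-Glo luminescence measured ADP generated by PI4K2A enzyme (4 ug/mL before mixing) with 1.2 mM PI substrate (pre-mix) and 300 microM ATP (pre-mix). Tris pH7.5 buffer with MgCl2, Triton X-100; 1 h reaction at ambient temperature.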
# HP1b chromo inh = HTS for Inhibitors of HP1-beta Chromodomain Interactions with Methylated Histone Tails. Chromobox protein homolog 1 (Homo sapiens), P83916. AlphaScreen HP1-beta / biotin-H3K9me3 peptide binding. Potency, µM (highest dose often 114 µM), for inactives: at the top dose activity change, negative = inhibition, usual class: inhibitors. actives 0.56% (n = 390,000); further: potency means the concentration at half of the fitted maximal effect; nearly all actives have a fitted effect of over 70% in size; inactives centre near 23
# Target sequence (P83916 whole entry, looked up): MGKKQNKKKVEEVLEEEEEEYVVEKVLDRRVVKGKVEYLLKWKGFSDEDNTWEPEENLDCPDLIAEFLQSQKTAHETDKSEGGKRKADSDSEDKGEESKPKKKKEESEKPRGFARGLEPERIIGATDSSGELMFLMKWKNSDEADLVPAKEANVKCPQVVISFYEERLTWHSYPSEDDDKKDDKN
#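 AlphaScreen: HP1-beta (50 nM) preformed 30 min with biotin-H3(1-18)K9me3 peptide (50 nM) in PBS pH 7.4, 0.01% Tween-20. Compound added for 30 min at RT, then streptavidin donor/nickel chelate acceptor beads (10 ug/mL) for 30 min.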
# BAZ2B block = qHTS Assay for Inhibitors of BAZ2B. Bromodomain adjacent to zinc finger domain protein 2B (Homo sapiens), Q9UIF8. AlphaScreen BAZ2B-H3K14Ac peptide displacement. Potency, µM (titrated, usually from 114 µM), without a hit: at the highest dose activity change, negative = inhibition, hits mostly inhibitors. actives 4.4% (n = 360,000). AID 504333, 2011; further: potency means the concentration at half of the fitted maximal effect; on the % scale 0 is the no-effect control and ±100 the full control effect; nearly all actives have a fitted effect of over 60% in size
#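 Compounds, titrated to a top concentration of 110 uM, were incubated 30 min at room temperature with preformed BAZ2B/acetyl-K14 H3 peptide complex (50 nM each). Proximity signal was measured by AlphaScreen after 20 min with beads.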
# G9a inh = qHTS Assay for Inhibitors of Histone Lysine Methyltransferase G9a; Potency, µM (highest dose often 102 µM), without a hit: at the top dose activity, negative = inhibition, actives largely listed as inhibitors; actives 8.8% (n = 350,000); Histone-lysine N-methyltransferase EHMT2 (Homo sapiens), Q96KQ7; G9a H3K9 monomethylation, AlphaScreen, 2 h; further: potency means the concentration at half of the fitted maximal effect; on the % scale 0 is the no-effect control and ±100 the full control effect; nearly all actives have a fitted effect of over 75% in size
#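 Step 1: enzyme (final 20 nM) with compound, 15 min RT. Step 2: substrate peptide 500 nM and SAM 20 uM, 2 h RT. Step 3: anti-H3K9me1 antibody and AlphaScreen beads, 10 min, then plate read.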
# Starred values were filed as active, the others as inactive; ? = inconclusive; . = no result given; & = joins results of further samples; [ ] = another dose, or the depositor's remark. Unless noted, the call rests on the fitted dose curve; in most records, active means well fitted curve in the direction sought with a large enough effect; inconclusive means small, poorly fitted or top-dose-only effect, or another doubt; inactive means no such curve, though single readings can be large; an effect the other way counts as inactive or inconclusive. An excerpt; rates above refer to the full screens.
1) O=C(C1CCCCC1)N(Cc1cccnc1)c1nc2c(F)cccc2s1
2) CCc1ccc2oc(-c3cc(NC(=O)C(C)C)cc(C)c3O)nc2c1
3) COc1ccc(-n2nc3cc(C)c(NC(C)=O)cc3n2)cc1
4) Cc1ccc(C2=NCCn3c2c2ccc(C(F)(F)F)cc2[n+]3[O-])cc1
5) Cc1ccc(S(=O)(=O)N2CCCC2C(=O)NCCc2nc3ccccc3[nH]2)cc1 (stereo not drawn)
6) O=C(CCC(=O)N1CCOc2ccccc21)Nc1cc(F)ccc1F
7) Cc1cc(C)cc(C(=O)NCC(=O)OCC(=O)N2c3ccccc3NC(=O)C2(C)C)c1
8) Nc1cc(N)cc(C(=O)OCC(=O)Nc2cc(S(=O)(=O)N3CCCCC3)ccc2Cl)c1
compound no.,1,2,3,4,5,6,7,8
GLS inhibitor,6%,3%,-1%,-2%,4%,3%,0%,3%
RGS4 inhibitor,8%,1%,14%,-14%,11%[56.9 µM],?,20%,6%
ERG-DNA inh,3%,-6%,8%,7%,-1%,-4%,-4%,-2%
12-LOX inh,-17%,4%,-12%,?,0%,70%,-5%,-20%
JMJD2A Tudor inh,-12%,-5%,-12%,-21%,-26%[57.1 µM],?,-1%,35µM*
PI4K2A inh,-7,1,1,-1,1,-1,-1,1
HP1b chromo inh,40%[activator],12%,4%,20%,54%[activator],13%,32%,50µM*
BAZ2B block,-4%,-8%,-15%,-6%,-3%,6%,45µM*,25µM*
G9a inh,1%[59 µM],-3%[59 µM],.,0%[2.33 µM],15%[59 µM],.,-46%[59 µM],32µM*

# Pulled by structure from above (2):
4) Cc1ccc(C2=NCCn3c2c2ccc(C(F)(F)F)cc2[n+]3[O-])cc1
2) CCc1ccc2oc(-c3cc(NC(=O)C(C)C)cc(C)c3O)nc2c1
compound no.,4,2
GLS inhibitor,-2%,3%
RGS4 inhibitor,-14%,1%
ERG-DNA inh,7%,-6%
12-LOX inh,?,4%
JMJD2A Tudor inh,-21%,-5%
PI4K2A inh,-1,1
HP1b chromo inh,20%,12%
BAZ2B block,-6%,-8%
G9a inh,0%[2.33 µM],-3%[59 µM]

# Another view of part of the listing above.
no.	SMILES	GLS inhibitor	RGS4 inhibitor	ERG-DNA inh	12-LOX inh	JMJD2A Tudor inh	PI4K2A inh	HP1b chromo inh	BAZ2B block	G9a inh
3	COc1ccc(-n2nc3cc(C)c(NC(C)=O)cc3n2)cc1	-1%	14%	8%	-12%	-12%	1	4%	-15%	.
4	Cc1ccc(C2=NCCn3c2c2ccc(C(F)(F)F)cc2[n+]3[O-])cc1	-2%	-14%	7%	?	-21%	-1	20%	-6%	0%[2.33 µM]

# (listing goes on)
9) Cc1cc(=O)nc2c3ccccc3n(C(C)C(=O)NCCN3CCOCC3)n12 (stereo not drawn)
10) Cc1ccc(S(=O)(=O)N2CCCCC2)cc1
11) COc1ccc(C(CC(=O)N2CCCC2)c2c(OC)cc(OC)c3ccc(=O)oc23)cc1 (stereo not drawn)
12) CCOC(=O)CCCCCCCCC(=O)Nc1ccc(-n2[nH]c(=O)cc2C)cc1
13) COc1cc(/C=C/[N+](=O)[O-])ccc1OC(=O)c1cc2ccccc2oc1=O
14) Cc1ccc(-n2c(C)cc3c2CC(C)(C)CC3=O)cc1C
15) CCCCc1nn2c(=O)cc(COC(=O)C3CCCCC3)nc2s1
16) CCOc1ccc(C2C(C(=O)c3ccc(C)o3)=C(O)C(=O)N2CCN2CCOCC2)cc1OC (stereo not drawn)
compound no.,9,10,11,12,13,14,15,16
GLS inhibitor,0%,-2%,13%,9%,-1%,1%,-4%,2%
RGS4 inhibitor,23%[11.4 µM],6%,8%&-6%,6%,?,-27%,-20%,-27%
ERG-DNA inh,-9%,1%,-6%,-1%,-2%,-5%,-10%,-3%
12-LOX inh,-4%,7%,-20%,2%,?,?,-20%,-11%
JMJD2A Tudor inh,-6%,-1%,-11%&-12%,-9%,-17%,56µM*,-5%,28µM*
PI4K2A inh,2,7,-2,2,0,1,1,1
HP1b chromo inh,46%[activator],34%,24%&27%,27%,47%,-28%,27%,39%
BAZ2B block,-3%,-2%,-14%,.,?,?,1%,?
G9a inh,23%,-9%,4%[59 µM],.,.,?,7%[59 µM],18µM*

17) CCCn1c(SCC(=O)Nc2nnc(C)s2)nnc1-c1ccoc1C
18) O=C(CSc1nnc(-c2c[nH]c3ccccc23)n1-c1ccc(F)cc1)NCc1ccco1
19) Cc1cc(Cl)ccc1NC(=O)CCS(=O)(=O)c1ccc2c(c1)CC(C)N2C(=O)C1CC1 (stereo not drawn)
20) O=C1c2cccc3cccc(c23)C(=O)N1CCN1CCN(CC(O)COc2ccccc2)CC1 (stereo not drawn)
21) Fc1cccc(/C=N/Nc2ccc(Cl)nn2)c1
22) CCCCn1c(N)c(N(CCC(C)C)C(=O)c2ccc([N+](=O)[O-])o2)c(=O)[nH]c1=O
23) CC(C)CC(=O)Nc1ccc(C(=O)OCc2cc(=O)n3nc(C4CCCCC4)sc3n2)cc1
24) Cc1cccc(N=Nc2c(N)n[nH]c2-c2ccc(Cl)cc2)c1
compound no.,17,18,19,20,21,22,23,24
GLS inhibitor,22%,-13%,6%,2%,16%,0%,8%,1%
RGS4 inhibitor,?,-28%,-16%,-14%,31%,-6%,-13%,20%
ERG-DNA inh,12%,.,2%,-1%,-3%,17%,-4%,-7%
12-LOX inh,?,7%[57.4 µM],-3%,-16%,0%,?,?,-1%
JMJD2A Tudor inh,50µM*,-20%,2%,-14%,-25%,-15%,-11%,?
PI4K2A inh,-4,3,-3,1,1,5,4,-1
HP1b chromo inh,-12%,-4%,38%,33%,2%,5%,35%,-17%
BAZ2B block,0%,-13%,0%,-25%,?,-6%,1%,?
G9a inh,-13%[12.7 µM],?,?,4%[59 µM],5%[0.501 µM],.,-1%[12.7 µM],22%[0.501 µM]

25) Cc1ccc(C)n1-c1nccc(-c2ccco2)n1
26) COc1cc(C(=O)Nc2cccc(-n3cnnn3)c2)cc(Cl)c1OC
27) CCCN1C(=O)c2[nH]nc(-c3ccccc3O)c2C1c1cccc(OCc2ccccc2)c1 (stereo not drawn)
28) COc1cccc(/C=C/C(=O)Nc2ccc(N3CCOCC3)cc2)c1OC
29) O=C(CCN1CCOCC1)c1ccc(Cl)cc1
30) N#C/C(=C(/O)COC(=O)c1ccc2c(c1)OCCO2)c1nc2ccccc2[nH]1
31) CC(C)C(NC(=O)/C(=C/c1ccco1)NC(=O)c1ccc(Br)o1)C(=O)O (stereo not drawn)
32) CC1Cc2ccccc2N1C(=O)c1ccc(N2CCCCC2)c([N+](=O)[O-])c1 (stereo not drawn)
compound no.,25,26,27,28,29,30,31,32
GLS inhibitor,1%,-5%,0%,19%,-21%,12%,?,0%
RGS4 inhibitor,-17%,8%,-14%,13%,?,10%,9%,-3%
ERG-DNA inh,9%,29%,2%,-6%,-5%,12%,3%,4%
12-LOX inh,-15%,3%,-4%,0%,-21%,-21%,?,-24%
JMJD2A Tudor inh,-29%,-8%,-35%,?,?,-8%,?,40µM*
PI4K2A inh,0,7,2,-1,19,2,2,0
HP1b chromo inh,-2%,26%,13%,1%,0%,22%,28%,?
BAZ2B block,?,-5%,-32%,-4%,-21%,-6%,?,32µM*
G9a inh,?,-10%[12.7 µM],3%[59 µM],4%[12.7 µM],11µM*,-3%,22µM*,32µM*

33) CN1CCN(CC(O)COc2ccc(OCC(O)CN3CCN(C)CC3)cc2)CC1 (stereo not drawn)
34) O=C(CSc1nc2c([nH]c3ccccc32)c(=O)n1-c1ccc(F)cc1)NCc1ccco1
35) CCOc1cc(C2C3=C(CC(C)(C)CC3=O)OC3=C2C(=O)CC(C)(C)C3)cc([N+](=O)[O-])c1O
36) COc1cc(N/N=C/c2ccccc2O)ncn1
37) Cc1cc(C)nc(NS(=O)(=O)c2ccc(NC(=O)c3ccccc3[N+](=O)[O-])cc2)n1
38) O=C(O)CC(Cc1ccc(Br)cc1)C(=O)O (stereo not drawn)
compound no.,33,34,35,36,37,38
GLS inhibitor,29%,3%&-6%,-13%,30%,-3%,6%
RGS4 inhibitor,-13%,11%&-1%,29%,5%,16%,-1%
ERG-DNA inh,6%,1%&-5%,-9%,11%,3%,0%
12-LOX inh,0%,?,-8%,?,-1%,7%
JMJD2A Tudor inh,-7%[57.1 µM],-23%&-15%,-5%,45µM*,-2%,-2%
PI4K2A inh,-2,1&-2,-17,-10,2,2
HP1b chromo inh,14%,22%[57 µM],17%,9%,26%,28%
BAZ2B block,-5%,4%&1%,?,28µM*,2%,3%
G9a inh,-6%[59 µM],16%&-41%[59 µM],?,22%,16%[0.501 µM],-7%[12.7 µM]
